Screening data: PubChem, several laboratories
OPRM1-OPRD1 inv: inverse agonists of MOR-DOR heterodimerization, primary screen, cell-based, luminescence | Mu-type opioid receptor (Homo sapiens) + Delta-type opioid receptor (Homo sapiens), … | cell-based MOR-DOR heterodimer luminescence, inverse agonism | inhibition, % at 9.3 µM | 0.21% of 340,000 active | AID 504357, 2011; in the data active means inhibition above about 22%, passing the limit was not always enough;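 further: 0% = cells with DMSO and 100% = wells without cells with DMSO; values of inactives mirror those of a sister screen read the other way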
Target sequence (P35372 whole entry, looked up): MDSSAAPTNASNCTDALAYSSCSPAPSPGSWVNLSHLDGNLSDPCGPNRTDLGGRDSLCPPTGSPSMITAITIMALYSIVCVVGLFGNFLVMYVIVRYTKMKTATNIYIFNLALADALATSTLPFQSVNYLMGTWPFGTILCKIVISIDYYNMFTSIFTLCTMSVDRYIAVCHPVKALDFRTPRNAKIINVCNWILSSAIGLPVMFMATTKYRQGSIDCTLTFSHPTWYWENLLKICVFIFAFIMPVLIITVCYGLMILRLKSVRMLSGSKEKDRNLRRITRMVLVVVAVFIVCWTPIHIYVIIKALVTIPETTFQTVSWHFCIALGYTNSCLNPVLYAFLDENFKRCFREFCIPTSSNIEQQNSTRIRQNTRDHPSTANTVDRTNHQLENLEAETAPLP
Target sequence (P41143 whole entry, looked up): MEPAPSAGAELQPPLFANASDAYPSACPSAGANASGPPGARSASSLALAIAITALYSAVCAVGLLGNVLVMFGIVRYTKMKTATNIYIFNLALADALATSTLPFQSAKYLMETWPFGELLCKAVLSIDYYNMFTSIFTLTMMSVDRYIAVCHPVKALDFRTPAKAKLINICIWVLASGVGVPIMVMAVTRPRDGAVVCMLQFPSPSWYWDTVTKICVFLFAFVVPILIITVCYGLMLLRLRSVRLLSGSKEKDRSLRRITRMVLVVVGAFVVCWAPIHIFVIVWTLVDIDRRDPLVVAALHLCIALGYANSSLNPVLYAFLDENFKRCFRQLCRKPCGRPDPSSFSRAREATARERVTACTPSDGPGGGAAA
AddAB inh: growth inhibition of E. coli expressing H. pylori AddAB, primary screen, AddAB inhibitor project, absorbance. inhibition, % at 11.9 µM. 0.29% of 330,000 active. AID 435030, 2010; in the data active means inhibition above about 12%;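 further: 0% = vehicle wells of infected cells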
phage Ecoli inh: growth loss of phage-infected E. coli, primary screen, RecBCD inhibitor project, absorbance, with phage, HTS | 0.26% of 360,000 active | inhibition, % at 11.9 µM; in the data active means inhibition above about 11%
Arr AP2 block: inhibitors of beta-arrestin/AP2 binding, primary screen, biochemical, GPCR trafficking, flow cytometry. inhibition, % at 10 µM. 0.31% of 340,000 active. FITC-arrestin peptide / GST-AP2 beads; AP2 beta2 appendage carries R879A mutation. beta-arrestin 1 C-terminal peptide binding to AP2 beta2-adaptin appendage (human);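 active means inhibition above a set limit, near 3 SD of compounds lacking own fluorescence, cut at about 54% in these data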;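 further: plate controls were DMSO wells for no effect and 5 µM unlabelled arrestin peptide for full effect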
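Assay system: GST-AP2 R879A bound to glutathione beads, E. coli-expressed; Medium: PBS with 0.05% Tween 20 and 0.1% BSA; Also added: fluorescein-tagged arrestin peptide at 50 nM final; Timing: 12 min plus 1 h, RT; Measured by: flow cytometry, FL1 (488/535 nm); Evaluation: percent drop in bead-associated FITC signal.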
Tat transport: E. coli Tat export inhibitors, primary screen, MC4100, TorA-mCherry reporter, fluorescence, single point | inhibition, % at 10 µM | 0.036% of 340,000 active | AID 488895, 2010;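 active means mean replicate inhibition at least 50% and at least half of replicates individually reaching 50%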;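 further: exported cargo escapes ClpAP degradation while cytoplasmic cargo is degraded and loses fluorescence; 0% = median of neutral control wells and 100% = median of NaSCN control wells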
DSG3 Ab inh: inhibitors of pemphigus antibody binding to DSG3, primary screen, biochemical, bead-based, flow cytometry, scFv-GFP. Desmoglein-3 (Homo sapiens), P32926. DSG3-coupled beads, scFv-anti-DSG3-GFP binding; active compounds read low. binding (percent of control), % at 10 µM. 0.48% of 310,000 active. AID 588358, 2011;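 active means binding more than 3 SD below its plate's average and above zero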;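 further: hits lower antibody fragment binding to DSG3; some compounds called inactive have numbers as strong as hits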
PfHsp90 set2: growth inhibition of PfHsp90-expressing yeast, primary screen, antimalarial PfHsp90 inhibitor project, S. cerevisiae, BacTiter-Glo luminescence, single point, set 2. BacTiter-Glo ATP, 48 h; yeast lacking PDR1 and PDR3 efflux regulators. inhibition, % at 9.4 µM. 0.32% of 310,000 active. AID 504621, 2011;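 active means every replicate shows inhibition above about 80%, whatever the replicate mean, limit read from the data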;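 further: 0% = DMSO neutral controls and 100% = 20 µM radicicol positive controls; yeast relying on Plasmodium falciparum Hsp90 in place of its own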
E coli growth: E. coli V3065 growth inhibition, primary screen, counter-screen for AddAB inhibitor project, absorbance, OD600; 18 h; 0.27% of 330,000 active; inhibition, % at 11.9 µM;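 active means inhibition above the campaign's mean inhibition across all tested compounds plus 3 SD, cut at about 9.9% in these data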;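 further: uninfected addAB+ strain grown without phage in ampicillin broth; 0% = DMSO wells and 100% = ciprofloxacin 0.95 µg/ml wells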
PKA-R1A activ: activators of PKA-R1A holoenzyme, primary screen, biochemical, fluorescence polarization, Cy5-IP20, bovine R1A, mouse PKAc | cAMP-dependent protein kinase type I-alpha regulatory subunit (Bos taurus) + … | PKA-R1A dissociation; scaled: DMSO 0%, 113 µM cGMP 100% | activation, % at 11.4 µM | 0.083% of 340,000 active;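 active means percent activation above the mean of all tested compounds plus 3 SD, cut at about 19% in these data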;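 further: higher means more PKAc released from R1A so a rise in polarization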
SUMO Mot1 rescue: yeast Mot1-301 growth rescue at high temperature, primary screen, SUMOylation pathway inhibitor project, S. cerevisiae, ATP luminescence, 38.5C; growth rescue, % at 18.8 µM; 1% of 320,000 active; AID 2716, 2010; S. cerevisiae Mot1-301 growth rescue; percent above DMSO median, 100 means doubled;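 active means every valid replicate shows activation above 250% relative to neutral control wells; inactive means the rest, any valid replicate at or below 250%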;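 further: OY570 slx delta 5 strain wells were the positive control but not used for scaling; some compounds called inactive have numbers as strong as hits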
OPRM1-OPRD1 ag: agonists of OPRM1-OPRD1 heterodimerization, primary screen, cell-based, luminescence. Mu-type opioid receptor (Homo sapiens) + Delta-type opioid receptor (Homo sapiens), …. cells. activation, % at 9.3 µM. 0.3% of 340,000 active. AID 504326, 2011; in the data active means activation above about 18%;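 further: 0% = vehicle-treated cells and 100% = reference agonist; values of inactives mirror those of a sister screen read the other way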
* marks the source's active call; other numbers are inactive results; nt = not tested or not shown.

The line under a structure holds: OPRM1-OPRD1 inv	AddAB inh	phage Ecoli inh	Arr AP2 block	Tat transport	DSG3 Ab inh	PfHsp90 set2	E coli growth	PKA-R1A activ	SUMO Mot1 rescue	OPRM1-OPRD1 ag
[1] O=C(C1CCN(S(=O)(=O)Cc2ccccc2)CC1)N1CCCc2ccccc21
→ 16	-0.8	0.6	15	2	74	7	-2.7	-12	0	-2.6
[2] CCOC(=O)C(=O)Nc1ccc2c(c1)OCO2
→ 5	1.3	-0.6	4	-14	104	-52	0.1	10	24	-0.8
[3] O=C(O)c1ccc(S(=O)(=O)N2CCN(c3ccccn3)CC2)cc1
→ 15	2.6	2.5	-13	-6	112	-28	-0.7	3	763*	-3.0
[4] O=C1C(c2ccncc2)=C(O)c2ccccc21
→ 31	5.6	5.4	-5	-6	117	-6	2.7	-5	-12	-7.4
[5] CC(C)c1ccc(CNC(=O)CSCC(=O)Nc2ccc3ccccc3c2)cc1
→ -22	1.1	-0.2	0	10	101	nt	-1.3	-18	37	4.4
[6] Nc1ncnc2c1ncn2[C@H]1CC[C@@H](CO)O1
→ 11	76*	53*	13	14	107	-58	75*	6	2	-2.1
[7] Cc1cc2c(c(/C=C/C(=O)c3ccccc3)c1)OC1(C=C2)Oc2ccccc2C(=O)N1C (stereo unspecified)
→ 5	4.6	3.5	-6	15	103	6	1.5	-12	26	-1.0
[8] Cc1nc(NC(=O)COC(=O)CCS(=O)(=O)c2ccccc2Cl)c(Cl)cc1Cl
→ 12	0.5	2.7	-7	-4	nt	30	-0.2	-11	26	-2.3
[9] C[C@H](NC(=O)CCn1nnc2ccccc2c1=O)C(=O)O
→ 13	-0.6	1.7	5	13	106	-7	0.3	0	-7	-2.4
[10] Cc1ccc(C)c(NC(=O)c2cnn3ccccc23)c1
→ 8	1.8	1.9	-2	-2	96	-9	1.2	-1	-29	-1.4
[11] CSCC(=O)NC1CCCc2c1cnn2-c1cc(F)cc(F)c1 (stereo unspecified)
→ 12	nt	-2.7	8	4	107	2	nt	-2	-5	-2.7
[12] CCn1c(COc2ccccc2C)nnc1SCC(=O)OC
→ 16	2.9	-1.3	-6	-5	107	nt	1.2	1	-11	-3.0
[13] Cc1ccc(C(=O)N(Cc2sccc2C)C2CCS(=O)(=O)C2)cc1 (stereo unspecified)
→ 3	4.0	1.8	-7	-7	108	-10	0.9	-7	-3	-0.5
[14] Cc1ccc(S(=O)(=O)N2CCCC(C(=O)Nc3cccnc3)C2)cc1 (stereo unspecified)
→ 8	2.4	1.9	-4	-6	96	nt	2.0	6	62	-1.5
[15] COc1ccc(C(CNC(=O)Cc2ccc3ccccc3c2)N(C)C)cc1 (stereo unspecified)
→ -296	0.1	0.1	19	-5	105	4	-1.8	-6	4	37*
[16] O=C(CSc1ncn[nH]1)OCN1C(=O)c2ccccc2C1=O
→ 8	1.4	3.4	34	-4	105	nt	-0.2	9	10	-1.7
[17] O=C(CSc1ncccn1)Nc1cc(Cl)ccc1[N+](=O)[O-]
→ -2	-0.8	3.3	-3	7	100	-36	1.5	8	-24	0.5
[18] CC(C(=O)Nc1cccc([N+](=O)[O-])c1)N(c1ccccc1)S(C)(=O)=O (stereo unspecified)
→ 3	-0.3	3.5	-12	7	97	1	0.7	0	-2	-0.5
[19] CCOC(=O)c1ccc(NC(=O)/C=C/c2cccs2)cc1
→ 1	4.6	2.1	9	12	103	14	1.7	-5	-1	-0.2
[20] O=C(CS(=O)CC(=O)Nc1cccnc1)Nc1ccc(F)cc1 (stereo unspecified)
→ 2	1.4	3.1	-9	11	nt	-13	-0.8	-4	-6	-0.3
[21] CC(NC(C)c1ccccc1Cl)C(=O)Nc1cccc(S(=O)(=O)N2CCCCC2)c1 (stereo unspecified)
→ 1	0.6	0.6	-9	15	nt	-10	2.1	2	37	-0.2
[22] Cc1nnc(NC(=O)CN2CCN(Cc3c(Cl)cccc3Cl)CC2)s1
→ 14	1.6	3.6	-2	7	123	21	0.0	-6	-8	-2.9
[23] Cc1onc(-c2c(F)cccc2Cl)c1C(=O)N=C(N)N1CCCC1
→ 0	1.9	-0.2	22	-7	105	7	-0.3	-6	-24	0.0
[24] CCOc1ccc(NC(=O)COC(=O)CC2CC3CCC2C3)cc1 (stereo unspecified)
→ -28	-1.7	1.8	-2	0	101	-36	-1.4	-2	21	7.1
[25] COc1cc2c(cc1OC)C1CC(=O)C(CC(C)C)CN1CC2 (stereo unspecified)
→ 2	0.9	3.4	-5	-3	nt	-4	1.5	-3	1	-0.4
[26] Cc1ccc2nc(CCc3nc4ccc(C)cc4[nH]3)[nH]c2c1
→ 6	4.7	0.7	-20	1	101	-16	4.1	-7	-17	-1.3
[27] O=S(=O)(c1ccc(Oc2ccc(F)c(Cl)c2)nc1)N1CCOCC1
→ 6	-2.2	1.1	5	-4	120	nt	-1.1	1	7	-1.1
[28] O=C(O)c1ccc(NC(=O)c2cn(-c3ccccc3)nc2-c2ccc(Cl)cc2)cc1
→ 9	1.5	0.3	5	-6	97	-5	-0.8	-14	7	-1.9
[29] Cc1[nH]c(=O)[nH]c(=O)c1S(=O)(=O)N1CCCC(C(=O)NCc2ccccc2Cl)C1 (stereo unspecified)
→ 15	1.2	1.0	5	-3	138	-24	1.7	8	-5	-2.9
[30] COc1ccc(CNC(=O)c2c(O)c3cccc4c3n(c2=O)CCC4)cc1
→ 4	nt	-0.4	13	7	103	-12	nt	-1	14	-0.6

Just phage Ecoli inh, for 4 of the compounds above:
entry | Compound | phage Ecoli inh
7 | Cc1cc2c(c(/C=C/C(=O)c3ccccc3)c1)OC1(C=C2)Oc2ccccc2C(=O)N1C (stereo unspecified) | 3.5
27 | O=S(=O)(c1ccc(Oc2ccc(F)c(Cl)c2)nc1)N1CCOCC1 | 1.1
18 | CC(C(=O)Nc1cccc([N+](=O)[O-])c1)N(c1ccccc1)S(C)(=O)=O (stereo unspecified) | 3.5
15 | COc1ccc(C(CNC(=O)Cc2ccc3ccccc3c2)N(C)C)cc1 (stereo unspecified) | 0.1

Returning to the listing, starting 4 compounds before the break.
The line under a structure holds: OPRM1-OPRD1 inv	AddAB inh	phage Ecoli inh	Arr AP2 block	Tat transport	DSG3 Ab inh	PfHsp90 set2	E coli growth	PKA-R1A activ	SUMO Mot1 rescue	OPRM1-OPRD1 ag
[27] O=S(=O)(c1ccc(Oc2ccc(F)c(Cl)c2)nc1)N1CCOCC1
→ 6	-2.2	1.1	5	-4	120	nt	-1.1	1	7	-1.1
[28] O=C(O)c1ccc(NC(=O)c2cn(-c3ccccc3)nc2-c2ccc(Cl)cc2)cc1
→ 9	1.5	0.3	5	-6	97	-5	-0.8	-14	7	-1.9
[29] Cc1[nH]c(=O)[nH]c(=O)c1S(=O)(=O)N1CCCC(C(=O)NCc2ccccc2Cl)C1 (stereo unspecified)
→ 15	1.2	1.0	5	-3	138	-24	1.7	8	-5	-2.9
[30] COc1ccc(CNC(=O)c2c(O)c3cccc4c3n(c2=O)CCC4)cc1
→ 4	nt	-0.4	13	7	103	-12	nt	-1	14	-0.6
[31] Cc1c(NC(=O)C(C)N2C(=O)C3C4C=CC(C4)C3C2=O)c(=O)n(-c2ccccc2)n1C (stereo unspecified)
→ 8	1.4	-0.4	-5	1	106	7	0.6	-2	9	-1.4
[32] CC1CCC(NC(=O)CCCCn2c(=O)[nH]c3ccsc3c2=O)CC1 (stereo unspecified)
→ 6	4.7	0.5	4	-8	nt	0	2.7	-8	-16	-0.9
[33] COc1cc(C(=O)NNC(=O)COc2ccc(C)cc2)ccc1OCC(=O)N1CCOCC1
→ 10	-2.1	3.7	24	4	nt	0	1.6	3	3	-2.6
[34] COC(=O)c1c(C(=O)OC)c(-c2cccc(Cl)c2)n2c1CS(=O)C2 (stereo unspecified)
→ 1	0.7	2.7	1	0	104	-11	-3.0	3	-8	-0.2
[35] COc1cccc(/C=C2\N=C(c3c(-c4ccccc4)noc3C)OC2=O)c1OC
→ 11	2.0	1.1	7	-3	101	-1	1.9	-5	7	-2.0
[36] O=C1Nc2ccccc2Nc2ncccc21
→ 13	2.1	4.7	5	-8	104	30	-1.1	3	358	-2.2
[37] O=C(Cn1cnc2c(OCc3ccccc3)ncnc21)NCc1ccccn1
→ nt	3.0	2.8	15	0	106	-3	-1.1	-4	nt	nt
[38] CN(C=C1C(=O)CC(C)(C)CC1=O)CCN1CCNCC1
→ 0	-0.6	-0.1	15	-1	96	-20	-2.3	5	-1	0.0
[39] NS(=O)(=O)c1ccc(CNC(=O)c2ccc(Cl)c([N+](=O)[O-])c2)cc1
→ 13	1.6	1.0	19	-7	95	16	1.5	2	95	-2.5
[40] CN(C(=O)COC(=O)c1ccccc1SCC(=O)N1CCCC1)C1CCS(=O)(=O)C1 (stereo unspecified)
→ 13	3.2	0.6	-8	-4	nt	-13	0.3	-3	-2	-2.3
[41] COc1ccc(C(=O)Nc2ccccc2C(N)=O)cc1
→ 11	2.0	2.4	-6	2	105	39	1.9	-7	-27	-2.1
[42] COC(OC)C(C)NC(=O)NC(=O)c1ccccc1Cl (stereo unspecified)
→ 9	6.7	3.6	16	1	110	-5	1.5	1	6	-1.9
[43] CS(=O)(=O)N(CC(=O)N1CCCCCC1)c1cccc(F)c1
→ 5	-0.3	0.6	-12	-7	101	10	-0.9	2	-3	-1.0
[44] O=[N+]([O-])c1ccccc1CNc1ccc(F)c(Cl)c1
→ -18	3.5	3.9	2	8	106	-26	0.2	-7	12	3.5
[45] CN(C)c1ccc(/C=N/NC(=O)CNC(=O)c2ccc3c(c2)OCCO3)cc1
→ -11	0.7	0.7	28	-10	92	-10	0.3	-1	-12	1.5
[46] COC(=O)C1=C(C)N(C)C(=O)NC1c1ccc([N+](=O)[O-])o1 (stereo unspecified)
→ -4	3.3	5.5	0	-5	107	9	0.5	5	-5	0.6
[47] Cn1ccnc1SCC(=O)Nc1cccc(S(=O)(=O)N2CCCCCC2)c1
→ 13	0.3	1.8	42	-8	102	12	-0.9	-10	nt	-2.3
[48] COc1ccccc1CC(=O)N1CCN(C(=O)c2ccco2)CC1
→ 13	-1.5	3.5	1	-4	nt	5	-0.3	6	-1	-2.5
[49] Cc1ccccc1N1CCN(C(=O)C2CCC(=O)N(C3CCCC3)C2)CC1 (stereo unspecified)
→ 7	1.1	1.0	-17	11	nt	-23	-0.8	-3	6	-1.4
